From PubChem BioAssay
Cav3 T inh – Cav3.2 calcium influx blockers – cell-based, Fluo-4 calcium fluorescence, FDSS, MLSMR library, primary screen | Cav3.2-expressing cells; stronger effect = lower value | B-score at 10 µM | 4% of 100,000 active | Voltage-dependent T-type calcium channel subunit alpha-1H (Homo sapiens), O95180 | AID 449739, 2010;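 active = single-dose well whose peak fluorescence ratio is a statistical outlier from its plate by either plate-standardised score or position-corrected B-score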
Target sequence (O95180 whole entry, looked up): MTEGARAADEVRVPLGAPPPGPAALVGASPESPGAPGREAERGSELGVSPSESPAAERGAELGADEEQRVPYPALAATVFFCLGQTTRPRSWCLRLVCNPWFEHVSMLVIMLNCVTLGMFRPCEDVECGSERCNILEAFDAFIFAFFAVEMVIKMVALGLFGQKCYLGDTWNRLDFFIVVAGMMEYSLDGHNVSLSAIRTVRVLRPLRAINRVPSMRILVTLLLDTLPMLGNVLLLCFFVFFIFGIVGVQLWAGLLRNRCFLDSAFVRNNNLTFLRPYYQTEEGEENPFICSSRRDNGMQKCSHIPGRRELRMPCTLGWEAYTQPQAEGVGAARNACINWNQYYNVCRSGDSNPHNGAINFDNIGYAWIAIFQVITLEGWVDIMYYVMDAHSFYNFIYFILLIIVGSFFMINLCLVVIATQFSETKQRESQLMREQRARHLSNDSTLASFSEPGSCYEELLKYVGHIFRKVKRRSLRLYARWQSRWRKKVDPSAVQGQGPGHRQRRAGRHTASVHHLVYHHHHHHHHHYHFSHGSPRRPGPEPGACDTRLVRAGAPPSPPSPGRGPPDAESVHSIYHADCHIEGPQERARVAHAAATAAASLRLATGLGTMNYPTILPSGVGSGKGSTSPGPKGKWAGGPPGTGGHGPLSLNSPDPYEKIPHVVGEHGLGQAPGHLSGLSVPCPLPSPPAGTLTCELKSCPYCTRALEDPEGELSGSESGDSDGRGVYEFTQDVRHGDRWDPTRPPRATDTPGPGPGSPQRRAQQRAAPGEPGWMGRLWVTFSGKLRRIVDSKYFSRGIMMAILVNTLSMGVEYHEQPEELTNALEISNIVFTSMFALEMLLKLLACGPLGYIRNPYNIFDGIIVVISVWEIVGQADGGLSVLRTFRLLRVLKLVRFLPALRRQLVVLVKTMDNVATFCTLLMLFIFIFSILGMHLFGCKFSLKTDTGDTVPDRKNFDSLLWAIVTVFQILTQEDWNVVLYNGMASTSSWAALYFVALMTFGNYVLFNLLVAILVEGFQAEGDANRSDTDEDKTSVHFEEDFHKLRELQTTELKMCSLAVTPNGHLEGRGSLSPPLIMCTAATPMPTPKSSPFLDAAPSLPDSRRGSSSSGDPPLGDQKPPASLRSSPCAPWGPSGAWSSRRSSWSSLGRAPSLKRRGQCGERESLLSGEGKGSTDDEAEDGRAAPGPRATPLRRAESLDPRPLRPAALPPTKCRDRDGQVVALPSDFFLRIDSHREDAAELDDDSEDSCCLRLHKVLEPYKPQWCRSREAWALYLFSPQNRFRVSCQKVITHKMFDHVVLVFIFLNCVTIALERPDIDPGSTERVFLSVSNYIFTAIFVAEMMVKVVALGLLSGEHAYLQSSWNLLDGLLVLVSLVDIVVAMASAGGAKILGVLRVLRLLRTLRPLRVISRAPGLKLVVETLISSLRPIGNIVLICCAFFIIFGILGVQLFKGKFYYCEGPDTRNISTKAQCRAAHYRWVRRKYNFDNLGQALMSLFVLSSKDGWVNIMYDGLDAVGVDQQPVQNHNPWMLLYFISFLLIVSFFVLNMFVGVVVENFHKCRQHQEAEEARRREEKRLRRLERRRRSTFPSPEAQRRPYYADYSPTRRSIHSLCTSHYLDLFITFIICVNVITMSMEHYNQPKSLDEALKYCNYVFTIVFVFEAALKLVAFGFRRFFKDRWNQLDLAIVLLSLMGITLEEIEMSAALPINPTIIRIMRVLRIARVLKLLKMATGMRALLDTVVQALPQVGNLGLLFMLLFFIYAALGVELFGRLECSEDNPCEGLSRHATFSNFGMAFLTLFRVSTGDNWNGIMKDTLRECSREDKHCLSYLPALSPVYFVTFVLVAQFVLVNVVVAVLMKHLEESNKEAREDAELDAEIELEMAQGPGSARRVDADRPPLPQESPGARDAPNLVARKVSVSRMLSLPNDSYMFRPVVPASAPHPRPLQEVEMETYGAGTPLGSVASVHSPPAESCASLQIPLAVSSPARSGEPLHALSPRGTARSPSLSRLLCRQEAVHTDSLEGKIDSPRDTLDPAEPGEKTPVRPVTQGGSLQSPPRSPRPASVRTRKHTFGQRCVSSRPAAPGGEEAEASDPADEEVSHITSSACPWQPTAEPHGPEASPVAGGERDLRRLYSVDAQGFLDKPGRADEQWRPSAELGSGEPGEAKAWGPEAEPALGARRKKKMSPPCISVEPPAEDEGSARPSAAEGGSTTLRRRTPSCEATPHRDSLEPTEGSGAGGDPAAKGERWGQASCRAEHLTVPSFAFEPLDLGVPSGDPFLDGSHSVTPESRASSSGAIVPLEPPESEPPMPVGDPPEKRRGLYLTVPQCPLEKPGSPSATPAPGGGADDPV
Numbers without * were called inactive. Only part of the results is shown. The share of hits here may be higher or lower than overall.

SMILES | Cav3 T inh
CC(=O)N(C)c1ccc(NS(=O)(=O)Cc2ccccc2)cc1 | 0.28
CCOc1ccc2nc(S(N)(=O)=O)sc2c1 | -1.2
Cc1c(Cl)cccc1NC(=S)N1CCN(Cc2ccccc2)CC1 | -0.81
COc1cc(CNC2CCCC2)cc(OC)c1OC | 0.12
O=C1c2ccccc2C(Nc2ccc(S(=O)(=O)N3CCOCC3)cc2)N1c1ccccn1 (stereo not given) | -0.056
NCCCC[C@H](N)c1nnc([C@H](CC(=O)O)NC(=O)C2CCNCC2)o1 | 0.65
CCCN(CCC)S(=O)(=O)c1ccc(NS(C)(=O)=O)cc1 | -0.54
CC1(C)C2CC[C@]3(C)C(CC=C4[C@@H]5C[C@@](C)(CO)[C@@H]6C[C@@]5(CC[C@]43C)C(=O)O6)[C@@]2(C)CC[C@@H]1O (stereo not given in full) | -0.068
O=S1(=O)CC(O)C(N2CCC(c3ccccc3)CC2)C1 (stereo not given) | 0.56
O=C(COC(=O)c1ccc(S(=O)(=O)NCc2ccco2)cc1)Nc1ccccc1OC(F)F | -1.8
Cc1oc(-c2ccccc2F)nc1CN1CCC(C(=O)NCc2cccs2)CC1 | -1.4
CN1/C(=C\C(=O)CN2C(=O)NC3(CCCCCC3)C2=O)C(C)(C)c2ccccc21 | -4.2*
COc1cc2c(=O)n(Cc3ccco3)c(=O)n(CC(=O)c3cccc(Br)c3)c2cc1OC | -1.2
CCN(CC)S(=O)(=O)c1ccc2c(c1)nc(SCc1nc3ccsc3c(=O)[nH]1)n2CC | 1.9
COC(=O)COc1ccc2occ(C(C)=O)c2c1 | -0.92
CN1CCN(C(=O)Cn2c(C(F)(F)F)nc3ccccc32)CC1 | 0.67
Cc1ccc(NC(=O)C(C)N2C(=O)C3CC=C(Cl)CC3C2=O)cc1 (stereo not given) | 0.047
CCOc1ccccc1-c1ccc(C(=O)NCc2ccccc2)o1 | -1.6
COC(=O)c1nnn(-c2ccccc2)c1N | -0.098
O=C(Nc1ccccc1)N1C2CCC1CC(O)(c1cccnc1)C2 (stereo not given) | 0.63
COc1ccc(C(CCN2CCCCC2)c2c(O)cc(OC)cc2OC)cc1 (stereo not given) | 0.054
CCC(=O)n1nc(-c2ccccc2)nc1NCc1ccccc1 | -1.4
O=C(NCc1ccco1)c1ccccc1-c1ccc(C(F)(F)F)cc1 | -1.2
Cc1nn(C)c(C(=O)N2CCc3ccccc32)c1Cl | 0.43
CC(C)NC(=O)C(=O)NCCN1CCN(S(=O)(=O)c2ccc(Cl)cc2)CC1 | 1.5

(cont.)
SMILES | Cav3 T inh
Cc1cccc(C)c1-n1c(C)cc(/C=C2\NC(=O)NC2=O)c1C | -6.8*
CCOC(=O)c1sc(NC(=O)c2ccc(S(=O)(=O)N(C)C)cc2)cc1C | 0.3
COCC(=O)N/N=C/c1ccc(Sc2nc3ccccc3s2)o1 | -3.6
COC(=O)c1cc(Br)c(=O)n(Cc2ccncc2)c1 | 0.57
C=CCn1c(SCc2csc(C)n2)nc2sc3c(c2c1=O)CCCCC3 | -2.1
CC(=O)Nc1ccc(NC(=O)c2ccccc2N(C)S(C)(=O)=O)cc1 | 0.53
CN(C(=O)CC(NC(=O)c1ccccc1)(c1ccccc1)c1ccccc1)c1ccccc1 | -9*
FC(F)(F)c1nnc2c(Sc3ccccc3)nc3ccccc3n12 | 1.3
O=C(NCc1ccccc1)c1cccc(NC(=O)c2ccco2)c1 | 0.39
CC(C)(Cl)C1Cc2cc3ccc(=O)oc3cc2O1 (stereo not given) | -0.32
Cc1oc2ccc(O)cc2c1C(=O)OC(C)C | -1.2
O=C(NCc1cn2ccsc2n1)Nc1cccc(Cl)c1 | -0.16
COc1ccccc1CC(=O)Nc1ccc(-c2noc(COc3cccc(C)c3C)n2)cc1 | -1.1
O=C(O)C1CCCCC1C(=O)Nc1cnn(Cc2ccccc2)c1 (stereo not given) | -0.86
CC(=O)c1cccc2c(O)c(C3=Nc4ccccc4C3=O)[nH]c12 | 0.94
CCN(CC)CCNC(=O)c1ccc(NC(=O)c2ccc(Cl)c(S(=O)(=O)Nc3ccccc3OC)c2)cc1 | 0.27
O=C(COC(=O)C1(c2ccccc2)CC1)N1CCN(c2ccc(F)cc2)CC1 | -0.23
NC(=O)c1sc2nc3c(c(-c4ccc(Cl)cc4)c2c1N)CCCC3 | 0.4
O=C(c1cc2c(=O)oc3ccccc3c2s1)N1CCOCC1 | 0.2
Cc1ccc(-n2c(Cn3nc(C(F)(F)F)cc3C)n[nH]c2=S)cc1 | 0.59
CC[n+]1c(/C=C2\C=C(C)CC(C)C2)sc2ccccc21 (stereo not given) | -0.52
Cc1ccc(C2=NNC(=O)C(c3ccc(Cl)cc3)C2)cc1 (stereo not given) | -2
COc1cccc(C2C(C(N)=O)=C(C)Nc3nc(CCCO)nn32)c1OC (stereo not given) | -0.19
Cc1occc1C(=O)NNC(=S)NCC(C)C | -0.33
CCOC(=O)N1CCN(C(=O)c2ccc3c(c2)sc2nc(-c4ccccc4)cn23)CC1 | 0.073

The final two entries of the section above open the next one:
SMILES | Cav3 T inh
Cc1occc1C(=O)NNC(=S)NCC(C)C | -0.33
CCOC(=O)N1CCN(C(=O)c2ccc3c(c2)sc2nc(-c4ccccc4)cn23)CC1 | 0.073
COc1ccc(C(NC(=O)/C=C\c2ccco2)c2ccc(OC)c(OC)c2)cc1 (stereo not given) | -1.1
CC(C)CC(=O)Nc1cc([N+](=O)[O-])ccc1Cl | 0.048
COCC(=O)Nc1ccc(S(=O)(=O)Nc2cc(C)nc(C)n2)cc1 | 0.48
CCN(CC)CCCNC(=O)Cn1ncc2c(=O)oc3ccc(C)cc3c21 | 0.2
Cc1ccccc1OC(=O)C1C(c2ccccc2)C(C(=O)O)C1c1ccccc1 (stereo not given) | -0.97
COc1cc(C)nc(Oc2ccc(OCCOc3ccc(C)cc3)nn2)n1 | -1.5
COC(=O)c1cc(Br)c(=O)n(-c2nccs2)c1 | 0.18
CC1CCN(C(=O)C2CCN(C(=O)c3cc4sccc4n3Cc3ccc(F)cc3)CC2)CC1 | -4.1*
O=C(NCC(c1cccnc1)N1CCN(c2ccccc2F)CC1)c1cccc(Cl)c1 (stereo not given) | -3.3
COc1ccc(C(=O)NCc2cn3ccsc3n2)cc1OC | 0.3
Cc1ccc(S(=O)(=O)NCC(=O)OCC(=O)c2ccc(Br)s2)cc1 | 0.058
COC(=O)c1ccccc1NC1=C/C(=N\S(=O)(=O)c2cccs2)c2ccccc2C1=O | -2.6
Clc1ccccc1-c1nn2c(-c3ccccn3)nnc2s1 | 0.46
COc1ccc(-n2nc(C(=O)O)c3ccccc3c2=O)cc1 | 1
CCOC(=O)N1CCN(S(=O)(=O)c2cc(-c3nn4c(C)nnc4c4ccccc34)ccc2C)CC1 | 3.1
Cc1oc(-c2ccc(Cl)cc2)[n+]([O-])c1C | 0.26
Cc1csc2nc(CSc3ccc(Cl)cc3)cn12 | -1.1
COc1ccc(N2Cc3cccc(C(=O)N4CCN(C(=O)c5ccco5)CC4)c3C2=O)cc1 | 0.52
COc1cc2c(cc1OC)-c1cc(NC3CCCCCC3)nc(=O)n1CC2 | 0.74
CCCCOC(=O)Nc1ccc(S(=O)(=O)Nc2nc(C)cc(C)n2)cc1 | 1.5
O=C(Nn1cnnc1)c1ccccc1-c1ccccc1 | 0.046
CCOC(=O)/C=c1\s/c(=C\c2c(OC)ccc3ccccc23)c(=O)n1CC(=O)NCC1CCCO1 (stereo not given) | -5.7*
CC(=O)Nc1cccc(Oc2nc(C)cc(C)c2C#N)c1 | 0.33
O=C(CCn1cccc1)NCCc1ccc(Cl)cc1 | -0.36
Cc1cccc(OCCCC(=O)NC(C)C)c1 | 2.3

Carrying on.
SMILES | Cav3 T inh
NC(=O)C[C@H]1NC(=O)[C@H](CCC(=O)O)NC(=O)c2cc([N+](=O)[O-])cc(I)c2NCCC[C@@H](C(N)=O)NC1=O | -0.098
Fc1cccc(CCN2CCNC[C@@H]2Cc2ccccc2)c1 | 0.18
O=C(NC1CCCC1)C(c1ccccn1)N(C(=O)c1csnn1)C1CC1 (stereo not given) | 0.67
CCN(CC)CCNC(CC(=O)Nc1ccc(Cl)cc1Cl)C(=O)O (stereo not given) | 0.44
COc1ccc2oc(-c3ccc(C)c(NC(=O)CSc4ccc(Cl)cc4)c3)nc2c1 | -0.27
Cc1[nH]nc(SCC(=O)N2CCCCC2)c1[N+](=O)[O-] | -0.15
COc1ccc(N2CCN(C(=O)Cc3nn(C)c(=O)c4ccccc34)CC2)cc1 | 0.33
CC(OC(=O)C1=COCCO1)C(=O)Nc1ccc(Oc2ccccc2)cc1 (stereo not given) | -0.26
CCCN1CCC(=O)N([C@H](CSc2ccc(Br)cc2)Cc2ccccc2)CC1 | -1.9
Cc1cc(C)n(-c2ccc(C(=O)OCn3nnc4ccccc4c3=O)cc2)n1 | -2.1
O=C(Nc1nnc(COc2ccccc2)s1)c1ccco1 | 0.58
OC(Cn1cncn1)(c1ccccc1)c1ccccc1 | 1
CC(C)CCNC(=O)C1CCCN1C(=O)NC1CCCCC1 (stereo not given) | 0.15
COc1ccc(Nc2nccc3c2nnn3C)cc1 | 0.22
Cc1nc(NC(C)c2ccccc2)c2oc3ccccc3c2n1 (stereo not given) | -1.9
O=C1C2C3CC(C(Br)C3Br)C2C(=O)N1c1ccccn1 (stereo not given) | 1
CCOC(=O)N1CC=C2C(C#N)=C(N)C(C#N)(C#N)[C@H](c3ccccc3OCC)[C@H]2C1 | -0.5
Cc1ccccc1C(=O)N1CCC(C(=O)O)CC1 | -0.28
CN1CCN(C2=C(Cl)C(=O)N(c3cccc(Cl)c3)C2=O)CC1 | -1.1
CN(C)/C=C1/N=C(c2ccccc2)OC1=O | -0.72
CCSC1=C(C#N)C(c2ccccc2OC)CC(=O)N1 (stereo not given) | 0.4
CCCC(=O)Nc1nc(-c2ccc3c(c2)CCN3S(C)(=O)=O)cs1 | 0.6
O=C(NCc1cccnc1)c1cccc(C(F)(F)F)c1 | 0.42
CC1(C)Cc2noc(N)c2C(C)(C)N1OC(=O)c1scc2c1OCCO2 | 1.4
Cc1ccc(S(=O)(=O)CC(=O)NC2CC2)cc1 | 0.28

The listing continues:
SMILES | Cav3 T inh
N#CC(C#SN)=C1CCCCC1 | -0.73
COC(=O)c1sccc1NC(=O)CN(C)NS(=O)(=O)c1ccc(Cl)cc1 | 0.69
Cc1ccc2oc(-c3ccc(NC(=O)CC(C)C)cc3)nc2c1 | -0.11
N#CCn1c(C2CCCCC2)nc2ccccc2c1=O | -0.2
CCNC(=S)NNC(=O)c1csc2c1CCCC2 | -0.94
COC(=O)C(NC(C)=O)(Nc1nc2c(C)cc(C)cc2s1)C(F)(F)F (stereo not given) | -4.3*
CNC(=O)CCC(=O)Nc1ccc(C(=O)OC)cc1 | -0.02
CCc1ccc(C2CC(c3ccco3)=NN2S(C)(=O)=O)cc1 (stereo not given) | 0.014
O=C(Nc1ccc2c(c1)C(=O)N(C1CCCCC1)C2=O)C1CCCO1 (stereo not given) | -1.1
OC(COc1c(Cl)cc(Cl)cc1Cl)CN1CCCCC1 (stereo not given) | -2.9*
O=C(O)C1CCCCC1C(=O)OCCCCOC(=O)C1CCCCC1C(=O)O (stereo not given) | 0.24
Cc1cnc(NC(=O)CSc2ncn(-c3ccccc3)n2)s1 | -0.12
O=C1c2ccccc2S(=O)(=O)c2cc(N3CCC(C(=O)N4CCCCC4)CC3)ccc21 | -1.1
COCCCNC(=S)NC1CC2CCCC(C1)N2Cc1ccco1 (stereo not given) | 2.2
Cc1ccc(NC(=O)c2cc(-c3cccs3)on2)cc1 | -0.12
CCn1c(SCC(=O)c2cccs2)nnc1-c1ccco1 | -0.43
CC1(C)CC(=O)C2=C(C1)Nc1[nH]n(-c3ccccc3)c(=O)c1C2c1ccc2c(c1)OCO2 (stereo not given) | 1.1
CCOC(=O)c1ccc(Cn2cnc3ccccc3c2=O)cc1 | -0.047
CO/N=C/NC(=O)c1c(OC)ccnc1Oc1ccc(F)cc1 | 0.76
O=C(Nc1ccc2oc(-c3cccnc3)nc2c1)c1ccco1 | 1.3
COc1cc(NS(=O)(=O)c2ccc(NC(=O)COc3ccccc3C)cc2)nc(OC)n1 | 1
CN(C)S(=O)(=O)c1ccc(N2CCCC2)c(C(=O)Nc2ccc(N3CCOCC3)cc2)c1 | 1.1
FC(F)(F)c1cc(-c2ccc(Cl)cc2)nc(NCc2cccnc2)n1 | 0.71
CCCCn1c(SCC(=O)N2CCC(C(=O)OCC)CC2)nc2cc(S(N)(=O)=O)ccc21 | 2.1
Cn1ccnc1SC(=O)N1c2ccccc2Sc2ccccc21 | -0.77
O=C(NCCCn1ccnc1)C(=O)NCC1OCCN1S(=O)(=O)c1ccc(Cl)cc1 (stereo not given) | -0.04
C[C@@H]1CC=C[C@H]2[C@H]1C(=O)N(Cc1ccccc1)[C@H]2c1ccc2ccccc2c1Br | -1.6
COc1ccc(CC(=O)OCC(=O)Nc2c(C)n(C)n(-c3ccccc3)c2=O)cc1 | 0.31

Structural class: those above containing fluorine (14)
SMILES | Cav3 T inh
O=C(COC(=O)c1ccc(S(=O)(=O)NCc2ccco2)cc1)Nc1ccccc1OC(F)F | -1.8
Cc1oc(-c2ccccc2F)nc1CN1CCC(C(=O)NCc2cccs2)CC1 | -1.4
CN1CCN(C(=O)Cn2c(C(F)(F)F)nc3ccccc32)CC1 | 0.67
O=C(NCc1ccco1)c1ccccc1-c1ccc(C(F)(F)F)cc1 | -1.2
FC(F)(F)c1nnc2c(Sc3ccccc3)nc3ccccc3n12 | 1.3
O=C(COC(=O)C1(c2ccccc2)CC1)N1CCN(c2ccc(F)cc2)CC1 | -0.23
Cc1ccc(-n2c(Cn3nc(C(F)(F)F)cc3C)n[nH]c2=S)cc1 | 0.59
CC1CCN(C(=O)C2CCN(C(=O)c3cc4sccc4n3Cc3ccc(F)cc3)CC2)CC1 | -4.1*
O=C(NCC(c1cccnc1)N1CCN(c2ccccc2F)CC1)c1cccc(Cl)c1 (stereo not given) | -3.3
Fc1cccc(CCN2CCNC[C@@H]2Cc2ccccc2)c1 | 0.18
O=C(NCc1cccnc1)c1cccc(C(F)(F)F)c1 | 0.42
COC(=O)C(NC(C)=O)(Nc1nc2c(C)cc(C)cc2s1)C(F)(F)F (stereo not given) | -4.3*
CO/N=C/NC(=O)c1c(OC)ccnc1Oc1ccc(F)cc1 | 0.76
FC(F)(F)c1cc(-c2ccc(Cl)cc2)nc(NCc2cccnc2)n1 | 0.71
